CYP2C19 activ: cytochrome P450 2C19 (human) activation; recombinant CYP2C19, luciferin-H EGE luminescence; active compounds read high; 0 = fully inhibited enzyme, 1 = untreated enzyme; AID 1025; P33261; activation factor at 5 µM; 96,000 tested, under 10 active;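 active = activation factor of at least 2 at 5 µM in the primary screen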;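 also: 0 = wells with 2.5 mM tranylcypromine and 1 = vehicle-only wells; values of inactives mirror those of a sister screen read the other way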
Target sequence (P33261 whole entry, looked up): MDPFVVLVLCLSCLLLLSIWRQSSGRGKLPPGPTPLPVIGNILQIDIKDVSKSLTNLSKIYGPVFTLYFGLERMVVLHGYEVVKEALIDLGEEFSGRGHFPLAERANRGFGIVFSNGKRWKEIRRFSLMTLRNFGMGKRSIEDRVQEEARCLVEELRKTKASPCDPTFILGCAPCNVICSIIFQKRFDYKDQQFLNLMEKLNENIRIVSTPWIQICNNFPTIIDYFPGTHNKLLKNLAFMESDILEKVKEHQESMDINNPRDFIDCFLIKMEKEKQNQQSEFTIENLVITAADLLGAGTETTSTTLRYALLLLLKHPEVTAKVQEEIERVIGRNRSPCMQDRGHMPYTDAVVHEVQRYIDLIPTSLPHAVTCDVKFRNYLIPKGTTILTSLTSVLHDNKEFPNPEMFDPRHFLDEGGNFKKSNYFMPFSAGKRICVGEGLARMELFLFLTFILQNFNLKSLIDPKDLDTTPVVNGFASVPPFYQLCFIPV
PLK1 PBD inh: inhibitors of human Plk1 polo box domain binding; P53350; Plk1 PBD phosphopeptide binding, fluorescence polarization; inhibition, %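 (tested at about 20 µM)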; actives 0.13% (n = 97,000); in the data active = inhibition above about 34%, passing the limit was not always enough
EphB4 ephrin blk: blocks human EphB4 binding to ephrin-B2. actives 0.15% (n = 97,000). EphB4 LBD / TNYL-RAW-Alexa532 peptide, fluorescence polarization. inhibition, % at 7 µM;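 active = inhibition above the screen-wide mean inhibition plus 3 SD, cut at about 15% in these data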;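 also: 0% = DMSO wells and 100% = excess unlabeled TNYL-RAW peptide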
CYP2C9 act: CYP2C9 (human) activation | P11712 | recombinant CYP2C9, luciferin-H conversion, luminescence; active compounds read high; factor 1 = untreated enzyme, 0 = blocked | activation factor at 5 µM | actives 1.4% (n = 96,000);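 active = activation factor of 2 or more for CYP2C9 at a 5 µM dose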;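 also: 0 = sulfaphenazole-blocked wells and 1 = vehicle-only wells; values of inactives mirror those of a sister screen read the other way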
CYP2C9 inh: inhibitors of human CYP2C9 | P11712 | CYP2C9 Supersomes, luciferin-H conversion, luminescence | inhibition, % at 5 µM | actives 20% (n = 96,000) | AID 777;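 active = blocking of liver enzyme CYP2C9 beyond about 50% at 5 µM, limit read from the data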; also: values of inactives mirror those of a sister screen read the other way
PLK1 kinase inh: PLK1 (human) kinase inhibition; inhibition, % at 10 µM; actives 0.53% (n = 97,000); P53350; recombinant PLK1 kinase, TR-FRET peptide phosphorylation; AID 619;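 active = inhibition of 50% or more in the single-concentration screen; inactive = inhibition below 50%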;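 also: 0% = DMSO max control and 100% = H-89 dihydrochloride min control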
PLAP activator: activates human placental alkaline phosphatase; actives 1.2% (n = 96,000); purified PLAP enzyme, luminescent substrate read-out; active compounds read high; P05187; AID 696; activation fold at 20 µM; in the data active = activation fold above about 2
HIV Rev-RRE inh: HIV Rev-RRE protein-RNA interaction inhibition | Rev peptide-RRE RNA binding, FRET | actives 0.79% (n = 97,000) | inhibition, % at 8 µM | P05866;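 active = inhibition above the screen-wide mean plus 3 SD, cut at about 35% in these data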;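 also: 0% = median DMSO wells and 100% = median Neomycin B control wells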
Target sequence (P05866 whole entry, looked up): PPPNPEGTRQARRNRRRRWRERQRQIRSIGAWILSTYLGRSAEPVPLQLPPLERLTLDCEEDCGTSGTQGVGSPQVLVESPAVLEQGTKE
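Assay system: Rev peptide and RRE RNA, both fluorescently labelled; times: 5 min preincubation and 15 min binding, 25 °C; detection: FRET, ex 480 nm, em 540 and 671 nm; read-out basis: % inhibition from 671/540 nm acceptor-to-donor ratio, scaled between controls; benchmarks: DMSO low control, neomycin B high control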
CYP2C19 inh: inhibitors of human CYP2C19. actives 21% (n = 96,000). AID 778. inhibition, % at 5 µM. P33261. CYP2C19 Supersomes, luciferin-H EGE luminescence, 30 min;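 active = CYP2C19 inhibition above a set limit at 5 µM in the primary screen, cut at about 50% in these data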;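 also: plate controls were negative control wells for no effect and 2.5 mM tranylcypromine positive control for full effect; values of inactives mirror those of a sister screen read the other way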
* = called active by the depositor; · = not tested or not shown.

CYP2C19 activ,PLK1 PBD inh,EphB4 ephrin blk,CYP2C9 act,CYP2C9 inh,PLK1 kinase inh,PLAP activator,HIV Rev-RRE inh,CYP2C19 inh,structure
0.8,13,6,2.4*,-137,-10,1.1,9,21,Cc1cc(C(=O)OCC(=O)NCCC(C)C)c2ccccc2n1
1,-15,-1,0.6,36,-10,1.2,4,-1,O=c1nc2ccccc2c2n1CC(CN1CCN(c3ccccc3F)CC1)N2 (stereo unspecified)
0.5,4,17*,0.6,41,-11,1,6,49,O=C(COC(=O)C(Cc1ccccc1)NC(=O)c1ccco1)NC1CC1 (stereo unspecified)
·,9,-4,·,·,-6,·,4,·,O=C(O)C1SCCN1S(=O)(=O)c1ccc2ccccc2c1 (stereo unspecified)
0.4,15,4,2.3*,-125,-10,0.9,0,61*,CC1CCCCC1NC(=S)Nc1ccc(SC(F)F)cc1 (stereo unspecified)
1,-3,-2,1.1,-9,-13,0.9,10,-4,O=C(CSc1nnnn1-c1ccc(F)cc1)Nc1ccc(N2CCOCC2)c(Cl)c1
1,4,3,1,0,-7,0.9,0,2,Cn1c(CNC(=O)c2ccc(Cl)cc2)nnc1SCC(=O)Nc1sc2c(c1C#N)CCCC2
1,-36,-2,0.9,9,-7,0.9,1,-2,CC(=O)c1cccc(NC(=O)N[C@@H](CC(C)C)C(=O)O)c1
1.1,-21,5,1,0,-2,0.9,4,-7,NC(=O)c1ccccc1N=Cc1ccccn1
1.1,-5,-2,0.9,10,-7,1.4,9,-10,Cc1cc(C(=O)O)c2ccccc2n1
0.8,4,8,0.6,40,-24,0.9,-2,24,CCc1nnc(NC(=O)c2ccc(-c3ccccc3Cl)o2)s1
0.9,-12,-2,0.7,28,-7,1,-2,12,O=[N+]1C2=C(CCCC2)N([O-])C12CCCC2

(listing goes on)
CYP2C19 activ,PLK1 PBD inh,EphB4 ephrin blk,CYP2C9 act,CYP2C9 inh,PLK1 kinase inh,PLAP activator,HIV Rev-RRE inh,CYP2C19 inh,structure
0.7,-27,-6,0.7,31,-4,1.4,7,33,O=c1[nH]c2c(s1)C(c1ccc(O)cc1)C1C3CCC(C3)C1S2 (stereo unspecified)
1,-27,-5,1.7,-68,2,1.1,1,3,CCc1nn(-c2ccccc2)c(N)c1-c1ccc(OC)c(OC)c1
0.8,3,6,0.9,13,-13,1.2,9,17,O=C(NCCCCc1ccccc1)C12CN(Cc3ccccc3)CC1C(c1cccc([N+](=O)[O-])c1)=NO2 (stereo unspecified)
·,-5,0,·,·,-10,·,0,·,Cc1cc(C)nc(N2CCC(C(=O)NCc3ccccc3)CC2)n1
0.5,-4,-3,0.3,74*,0,0.9,12,49,O=C(c1cccs1)c1ccc(-c2cccs2)s1
0.8,4,4,0.1,86*,-13,1.1,-2,22,Nc1c(C(=O)NCc2ccccc2)sc2nc(N3CCOCC3)c3c(c12)CCCC3
1.1,-30,2,1,4,-3,0.9,7,-9,CCOC(=O)c1oc2cc(O)ccc2c(=O)c1-c1csc(C)n1
0,-4,2,0.1,87*,-5,1,10,95*,N#Cc1cccc(NC(=O)CCn2ccnc2)c1
0.3,-15,1,0.6,44,-9,1.1,12,69*,Cc1cccc(NS(=O)(=O)c2ccc(C3CCCCC3)cc2)c1
1.1,-27,5,1,-4,-33,0.9,6,-7,CC(CNC(=O)C(C)C)NC(=O)C(C)C (stereo unspecified)
0.8,-4,6,1.3,-28,-8,1,5,24,CCCCc1c(O)nc(SCC(=O)NC(C)(C)C)n(-c2ccccc2C)c1=O
1.1,6,11,0.5,45,28,1.2,8,-6,CC1=C(C(=O)NCc2ccccc2)C(c2ccccc2OCC(N)=O)NC(=O)N1 (stereo unspecified)

(continued)
CYP2C19 activ,PLK1 PBD inh,EphB4 ephrin blk,CYP2C9 act,CYP2C9 inh,PLK1 kinase inh,PLAP activator,HIV Rev-RRE inh,CYP2C19 inh,structure
1.1,-5,7,1,3,-6,1.1,3,-9,O=C(Nc1ccccc1C(=O)N1CCOCC1)c1cccc(S(=O)(=O)N2CCCC2)c1
1.1,17,5,1.1,-11,-5,1.2,6,-9,CN(C)/C=C(\C=N\OCc1ccc(Cl)cc1Cl)C(=O)Nc1ccc(Cl)c(Cl)c1
1,10,-6,0.9,8,-18,0.9,2,2,CC(=O)c1sc(NC(=O)c2cc3c(C)nn(-c4ccccc4)c3s2)nc1C
0.6,-20,2,0,98*,-6,1.1,-3,39,CCOC(=O)c1c(NC(=O)C2c3ccccc3Oc3ccccc32)sc(C(=O)N(CC)CC)c1C
0.8,·,·,0.7,28,·,1.5,·,21,Cc1ccc2c(CC(=O)Nc3ccc(N4CCN(C)CC4)cc3C)coc2c1
0.3,0,-1,0.6,36,-3,1,2,68*,COc1ccc(NC(=O)C2CCCCN2S(=O)(=O)c2ccc(F)cc2)cc1 (stereo unspecified)
0.9,-1,-4,0.8,19,-9,1.3,-5,14,CC(C)n1cc(/C=C2/SC(=O)N(CC(=O)N3CCCC3)C2=O)c2ccccc21
0.9,10,-2,0.5,49,-8,1.1,3,5,O=C1c2ccccc2N2C(=O)c3ccccc3C2N1Cc1ccco1 (stereo unspecified)
1.1,3,8,1,-1,-9,0.8,8,-11,CC(=O)Nc1ccc(NC(=O)Cn2cnc3c(cnn3C(C)(C)C)c2=O)cc1
0.9,-35,-16,0.6,37,-1,0.9,6,12,COc1cc(/C=C(\C#N)c2nc3ccccc3[nH]2)ccc1Oc1ccc([N+](=O)[O-])cn1
1,-11,1,1.2,-15,-4,0.7,-2,4,CCCCSc1nnc2nc(C)cc(C)n12
0.4,-11,-7,0.3,75*,8,2.3*,1,61*,Cc1n[nH]c(C)c1S(=O)(=O)N(CC(=O)NC1CCCC1)c1ccc(C(C)C)cc1

The list continues.
CYP2C19 activ,PLK1 PBD inh,EphB4 ephrin blk,CYP2C9 act,CYP2C9 inh,PLK1 kinase inh,PLAP activator,HIV Rev-RRE inh,CYP2C19 inh,structure
0.8,-5,-1,0.9,14,-5,1.4,-1,21,CCCCCn1c(=O)[nH]c2cc(C(=O)NCCN(CC)CC)ccc2c1=O
0.6,-6,0,1.1,-6,-1,1.1,2,43,CNC(=S)NC1CC2CCC(C1)N2Cc1ccccc1 (stereo unspecified)
0.8,·,·,0.9,9,·,0.9,·,24,O=C1Nc2ccccc2C(O)(C(=O)NCc2ccco2)N1c1ccc(Cl)cc1 (stereo unspecified)
0.2,11,8,0.8,17,-11,1.2,22,84*,O=C(COCC(=O)Nc1cccc(C(F)(F)F)c1)Nc1cccc(C(F)(F)F)c1
0.5,-35,2,0.1,88*,-6,1.5,22,53*,O=C(c1ccco1)N1CCN(C(=O)c2cc(-c3ccccn3)nc3ccc(Cl)cc23)CC1
0.8,10,-4,0.8,22,-2,0.9,10,18,CCOC(=O)c1ccc(NC2c3ccccc3C(=O)N2c2ccccn2)cc1 (stereo unspecified)
1.1,-17,0,1,-2,-8,0.9,4,-14,O=C(O)CCC(=O)Nc1cccc(C(=O)Nc2cccc(Cl)c2)c1
0.9,17,4,0.9,12,-9,1.3,6,8,COc1ccc(N2CCN(CCNC(=O)C3CCN(S(=O)(=O)c4cccs4)CC3)CC2)cc1
1.2,20,2,0.7,33,0,1.2,7,-16,Cc1ccc(S(=O)(=O)c2c(N)n(NC(=O)C3CC3)c3nc4ccccc4nc23)cc1
0,21,-1,0,97*,4,1,4,100*,COc1ccc(O)c(C(=O)c2cnc3onc(C(C)C)c3c2)c1
0.4,4,1,0.9,9,2,1.4,5,57*,CO/N=C/NC(=O)N1OC[C@@H]2COc3ccc4ccccc4c3[C@@H]21
1.1,3,-4,0.9,14,-28,0.8,6,-9,CC1(C)CC(NC(=O)c2cccc3ccccc23)CC(C)(C)N1

Fetched by structure from above (3):
CYP2C19 activ,PLK1 PBD inh,EphB4 ephrin blk,CYP2C9 act,CYP2C9 inh,PLK1 kinase inh,PLAP activator,HIV Rev-RRE inh,CYP2C19 inh,structure
0.5,-35,2,0.1,88*,-6,1.5,22,53*,O=C(c1ccco1)N1CCN(C(=O)c2cc(-c3ccccn3)nc3ccc(Cl)cc23)CC1
0.2,11,8,0.8,17,-11,1.2,22,84*,O=C(COCC(=O)Nc1cccc(C(F)(F)F)c1)Nc1cccc(C(F)(F)F)c1
0.4,4,1,0.9,9,2,1.4,5,57*,CO/N=C/NC(=O)N1OC[C@@H]2COc3ccc4ccccc4c3[C@@H]21

More structures:
CYP2C19 activ,PLK1 PBD inh,EphB4 ephrin blk,CYP2C9 act,CYP2C9 inh,PLK1 kinase inh,PLAP activator,HIV Rev-RRE inh,CYP2C19 inh,structure
0.9,-4,2,0.7,26,-4,1.1,8,7,Cc1cc2c(c(=O)n1Cc1cccnc1)C(c1ccccc1)C(C#N)=C(N)O2 (stereo unspecified)
1.2,-21,-3,2.4*,-140,-3,1.1,7,-17,CNS(=O)(=O)c1cc(OCC(N)=O)c(C)cc1Cl
0.5,-8,5,0.5,54*,-13,1.1,3,47,COC(=O)CN(c1ccc(F)cc1)S(=O)(=O)c1ccc2c(c1)OCCO2
0.5,·,·,0.9,8,·,1.1,·,54*,CCc1cccc(C)c1NC(=O)CSc1nc2ccccc2n1CC(=O)N(C)C
0.5,·,·,0.4,57*,·,1.1,·,45,CCN(CC)c1ccc2cc(C(=O)Nc3ccccn3)c(=O)oc2c1
0.9,-12,2,1.1,-5,-13,1.1,6,5,CCOc1cc(C2C3=C(CCCC3=O)NC3=C2C(=O)CCC3)ccc1OCCO
1,10,6,0.2,84*,-13,0.7,15,2,Cc1nn(-c2ccccc2)c2nc(N)c(C#N)c(-c3ccc(F)cc3)c12
·,-19,1,·,·,-9,·,16,·,CCOc1ccccc1NC(=O)c1ccc(NC(=O)c2ccco2)cc1
0.9,8,-4,0.4,58*,4,0.9,-1,14,CSc1nncn1/N=C/c1ccccc1F
0.3,-3,0,0.9,11,-14,1.3,2,74*,C=CCN(CC=C)C(=S)NC(=O)c1ccc(OC)c(Br)c1
1.1,9,1,1,-2,-13,0.9,4,-6,O=C(Nc1cccc(C(F)(F)F)c1)N1CCN(C(=O)Nc2cccc(C(F)(F)F)c2)CC1
0.5,-9,5,0.1,91*,-10,0.6,6,50*,CCOc1ccccc1-c1cc(C(=O)N/N=C/c2ccc3c(c2)OCO3)c2ccccc2n1
0.7,-32,5,0.9,14,3,1.5,2,29,O=C(NC12CC3CC(CC(C3)C1)C2)C1CCCN1C(=O)NC1CCCCC1 (stereo unspecified)

EphB4 ephrin blk: what is marked active above
CYP2C19 activ,PLK1 PBD inh,EphB4 ephrin blk,CYP2C9 act,CYP2C9 inh,PLK1 kinase inh,PLAP activator,HIV Rev-RRE inh,CYP2C19 inh,structure
0.5,4,17*,0.6,41,-11,1,6,49,O=C(COC(=O)C(Cc1ccccc1)NC(=O)c1ccco1)NC1CC1 (stereo unspecified)
